# Compound activity deposited in PubChem by several laboratories.
# CHRM1 PAM: human M1 muscarinic receptor positive allosteric modulators, primary screen, CHO-K1 cells, Fluo-8 calcium fluorescence, 1536-well; Muscarinic acetylcholine receptor M1 (Homo sapiens), P11229; CHO-K1 hM1, ACh EC20; 0% = ACh EC20, 100% = maximal ACh; activation, % at 3 µM; actives 0.088% (n = 360,000); AID 588819, 2011; in the data active means activation above about 19%, passing the limit was not always enough
# CHRM5 PAM: human M5 muscarinic receptor positive allosteric modulators, primary screen, CHO-K1 cells, Fluo-8 calcium fluorescence; actives 0.3% (n = 360,000); activation, % at 3 µM; CHO-K1 hM5, ACh EC20 PAM; 0% = ACh EC20, 100% = ACh EC100; Muscarinic acetylcholine receptor M5 (Homo sapiens), P08912;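 active means activation above the run cutoff, the mean activation of all test compounds plus 3 SD, cut at about 18% in these data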
# Target sequence (P08912 whole entry, looked up): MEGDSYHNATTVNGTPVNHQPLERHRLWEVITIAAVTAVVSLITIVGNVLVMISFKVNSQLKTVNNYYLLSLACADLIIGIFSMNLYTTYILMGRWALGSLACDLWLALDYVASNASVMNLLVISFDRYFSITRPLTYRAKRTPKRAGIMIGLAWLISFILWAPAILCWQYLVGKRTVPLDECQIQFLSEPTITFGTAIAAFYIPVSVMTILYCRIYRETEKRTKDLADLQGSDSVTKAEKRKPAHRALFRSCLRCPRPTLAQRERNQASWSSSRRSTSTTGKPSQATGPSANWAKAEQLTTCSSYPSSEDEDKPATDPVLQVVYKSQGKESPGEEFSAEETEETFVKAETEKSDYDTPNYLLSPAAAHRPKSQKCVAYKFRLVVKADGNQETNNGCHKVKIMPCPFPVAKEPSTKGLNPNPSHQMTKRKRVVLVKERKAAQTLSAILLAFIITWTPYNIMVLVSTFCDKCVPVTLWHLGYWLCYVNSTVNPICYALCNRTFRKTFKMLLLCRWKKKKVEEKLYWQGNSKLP
#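 Assay system: CHO-K1 hM5 cells / Incubation: Fluo-8 loading 80 min at 37 °C plus 30 min room temperature / Technique: Fluo-8 calcium dye fluorescence, kinetic read / Repeats: single replicate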
# M5 antag: human M5 muscarinic receptor antagonists, primary screen, CHO cells, Fluo-8 calcium fluorescence; Muscarinic acetylcholine receptor M5 (Homo sapiens), P08912; CHO-hM5 cells, ACh EC80; inhibition, % at 3 µM; actives 0.59% (n = 360,000); AID 624040, 2012;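 active means inhibition above a per-plate cutoff, the mean of that plate's test compounds plus 3 SD, cut at about 27% in these data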;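 further: 0% = acetylcholine EC80 with DMSO and 100% = DMSO without agonist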
# CHRM5 agonist: human M5 muscarinic receptor agonists, primary screen, CHO-K1 cells, Fluo-8 calcium fluorescence. AID 624037, 2012. actives 0.19% (n = 360,000). activation, % at 3 µM. CHO-K1 hM5 cells; 0% DMSO wells, 100% maximal acetylcholine response. Muscarinic acetylcholine receptor M5 (Homo sapiens), P08912;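 active means activation above the run's mean over test compounds plus 3 SD, cut at about 23% in these data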;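 further: signal is peak over basal fluorescence ratio across the kinetic read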
# CRFR2-BP ag: agonists of CRF-BP/CRF-R2 complex, primary screen, cell-based, HEK293, calcium dye fluorescence, uHTS | CRF-binding protein / CRF receptor 2 complex (human) | AID 588473, 2011 | activation, % at 13.2 µM | calcium dye fluorescence (FLIPR); percent of saturating CRF peptide response | actives 0.46% (n = 350,000);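 active means activation of at least 50%, plus an integration ratio under a set limit after plate pattern correction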;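 further: plate controls were neutral control wells without compound for no effect and CRF at EC100 for full effect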
# M4 antag: human M4 muscarinic receptor antagonists, primary screen, CHO cells, Fluo-8 calcium fluorescence. CHO-hM4 cells, ACh EC80. inhibition, % at 3 µM. Muscarinic acetylcholine receptor M4 (Homo sapiens), P08173. actives 0.73% (n = 360,000). AID 624125, 2012;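 active means inhibition above its plate's cutoff, the mean inhibition of sample wells plus 3 SD, cut at about 27% in these data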;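 further: 0% = acetylcholine EC80 with DMSO and 100% = DMSO without agonist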
# Target sequence (P08173 whole entry, looked up): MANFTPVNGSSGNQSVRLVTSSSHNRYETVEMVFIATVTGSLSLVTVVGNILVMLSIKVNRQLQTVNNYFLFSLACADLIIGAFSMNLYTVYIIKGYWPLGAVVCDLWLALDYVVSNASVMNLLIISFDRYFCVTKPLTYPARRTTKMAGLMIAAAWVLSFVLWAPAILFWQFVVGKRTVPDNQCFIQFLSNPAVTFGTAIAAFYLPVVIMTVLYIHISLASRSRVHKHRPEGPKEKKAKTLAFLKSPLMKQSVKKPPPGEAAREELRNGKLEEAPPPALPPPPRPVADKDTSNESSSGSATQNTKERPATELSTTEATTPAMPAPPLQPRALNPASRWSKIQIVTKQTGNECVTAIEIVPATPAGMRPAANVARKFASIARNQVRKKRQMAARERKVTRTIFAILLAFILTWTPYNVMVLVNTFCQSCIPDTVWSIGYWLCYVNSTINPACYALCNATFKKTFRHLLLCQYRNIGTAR
# M4 PAM: human M4 muscarinic receptor positive allosteric modulators, primary screen, CHO-K1 cells, Fluo-8 calcium fluorescence; Muscarinic acetylcholine receptor M4 (Homo sapiens), P08173; CHO-K1 hM4/Gqi5, ACh EC20; 0% = ACh EC20, 100% = maximal ACh; activation, % at 3 µM; actives 0.4% (n = 360,000);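 active means activation above its plate's cutoff, the mean activation of sample wells plus 3 SD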; further: some results filed as inactive read as strong as hits
# CHRM1 antagonist: human M1 muscarinic receptor antagonists, primary screen, CHO-K1 cells, Fluo-8 calcium fluorescence, 1536-well; Muscarinic acetylcholine receptor M1 (Homo sapiens), P11229; CHO-K1 hM1, ACh EC80 antagonist; inhibition, % at 3 µM; actives 1.3% (n = 360,000);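 active means percent inhibition above its own plate's cutoff, namely the mean of that plate's compound wells plus 3 SD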;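 further: peak over basal fluorescence ratio during 140 s after agonist addition; 0% = ACh EC80 plus DMSO and 100% = DMSO alone without agonist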
# CHRM4 agonist: human M4 muscarinic receptor agonists, primary screen, CHO-K1 cells, Fluo-8 calcium fluorescence; CHO-K1 hM4/Gqi5; vehicle 0%, full acetylcholine response 100%; AID 624127, 2012; actives 0.14% (n = 360,000); activation, % at 3 µM;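 active means activation above the run mean over all test wells plus 3 SD, cut at about 32% in these data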;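 further: peak over basal fluorescence ratio per well then scaled between controls; 0% = DMSO wells and 100% = acetylcholine at EC100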
# Numbers without * were called inactive; . = not tested or not shown.
SMILES,CHRM1 PAM,CHRM5 PAM,M5 antag,CHRM5 agonist,CRFR2-BP ag,M4 antag,M4 PAM,CHRM1 antagonist,CHRM4 agonist
C=CCOn1c(=O)c(-c2cc3ccccc3o2)[n+]([O-])c2ccccc21,0,4,-7,-5,9.7,0,-1,-3,2
Cc1ccc(OCC(=O)Oc2ccccc2[N+](=O)[O-])cc1,13,2,9,-1,-2.6,9,-7,-7,0
CCN(c1ccccc1)S(=O)(=O)c1cccc(C(=O)NCc2cccnc2)c1,7,-9,6,2,1.3,-21,6,-1,6
CC(C)N(Cc1ccccc1)C(=O)CN1C(=O)c2ccccc2C1=O,9,2,8,-1,-0.5,-9,-1,-14,1
CCCCC(CC)C(=O)NCCc1ccc(S(N)(=O)=O)cc1 (stereo not drawn),-2,-2,8,-2,0.5,4,-1,5,0
COc1ccc(C2c3[nH]c4ccccc4c3C[C@H]3C(=O)N(C)CC(=O)N23)cc1OC (stereo partly drawn),0,-4,4,-2,17,-11,1,0,5
Cc1ccc(NC(=O)c2nc[nH]c2C(=O)N(C)CCO)cc1,-35,-2,-2,2,-0.3,0,-3,-5,1
CN(C)CCCN1C(=O)c2cccc3c([N+](=O)[O-])ccc(c23)C1=O,-10,3,7,1,56*,12,9,13,2
O=C(COC(=O)CCc1c[nH]c2ccccc12)Nc1cccc(Cl)c1,0,-4,6,1,0.8,2,6,-8,6
CCOC(=O)c1sc(NC(=O)CSc2nnnn2-c2ccccc2)c(C(=O)OCC)c1C,6,0,1,0,0.1,4,4,-3,0
CCCN1CCN(C(=O)CCc2nnc3ccc(N4CCN(c5cccc(OC)c5)CC4)nn23)CC1,-7,-4,2,-2,1.0,-2,-9,4,4
O=C(NCC1CC1(Cl)Cl)Nc1ccc(Cl)c(Cl)c1 (stereo not drawn),-13,-14,24,3,6.5,7,-22,18,19
Cc1nc2cccc(C(=O)NC3CCCCC3)c2o1,2,5,-4,-1,-1.3,5,-2,-16,0
O=C(NNC(=O)c1cccnc1SCc1cccc([N+](=O)[O-])c1)c1cccnc1,8,-6,1,1,-1.4,-3,-3,-9,10
COc1ccc(CNc2ccccn2)c(O)c1,5,3,-2,-8,-0.1,-1,-1,-15,0
COc1ccc(C2CC(c3ccc(F)cc3)=NN2c2ccccc2)cc1OC (stereo not drawn),7,14,0,3,7.7,-7,5,-12,0
Cc1cccc(C)c1NC(=O)CSc1nnc(CCCCCNC(=O)OC(C)(C)C)o1,6,-4,-1,-1,-2.9,0,-7,4,3
NS(=O)(=O)c1ccc(NNC(=O)c2ccc(Br)o2)c([N+](=O)[O-])c1,11,-5,9,1,-5.9,-3,1,-5,0
Cc1cc(C)cc(C(=O)NCc2ccc3c(c2)OCO3)c1,3,-8,3,-4,-5.9,5,0,-6,0
Cc1cccc(C)c1NC(=O)CNC(=O)COC(=O)c1ccc(Cl)s1,3,-3,7,0,-0.1,11,3,2,1
CCNC(=O)C1CCCN(C(=O)c2cc(F)ccc2C)CC1 (stereo not drawn),12,-1,-1,2,.,-4,10,-13,4
CC(=Nc1ccccc1)C1=C(O)C(Cc2ccccc2)NC1=O (stereo not drawn),12,10,1,-8,-1.3,-5,5,-17,1
COc1ccc(N2CCN(C(=O)c3ccc(S(=O)(=O)N4CCOCC4)cc3)CC2)cc1,3,-4,-8,-1,-0.2,-3,14,-2,3
Cn1c(SCC(=O)NCc2ccco2)nnc1-c1cccs1,-4,4,2,0,-0.1,9,2,18,1
CC(C)OC(=O)Cn1cc(C#N)c2ccccc21,5,0,9,-1,1.4,-9,-8,2,0
Cc1nn(C(C)C(=O)NCCCN2CCCC2)c(=O)c2nn(-c3ccccc3)c(C)c12 (stereo not drawn),-12,1,-5,-6,1.9,0,-9,10,1
COC(=O)c1ccc(NC(=O)CN2C(=O)CC(C)S(=O)(=O)c3ccccc32)cc1 (stereo not drawn),0,2,-10,1,-0.7,1,-5,0,5
O=C(O)CCN(CCC(=O)O)c1nnc(SCc2ccccc2)s1,-2,7,-2,-3,0.7,3,1,8,2
COc1ccc(/C(C)=N/NC(=O)CCC(=O)Nc2ccc(Cl)cc2Cl)c(OC)c1,3,-2,0,0,3.0,11,-2,-7,0
Cc1ccccc1OCc1nc2ccccc2c(=O)n1N,3,2,1,-2,-1.9,-5,5,-9,5
Cc1noc(NS(=O)(=O)c2ccc(NC(=O)CSc3nc4ccccc4s3)cc2)c1C,7,0,4,-1,-1.8,-4,3,-15,0
Cc1cccc(/C=N/NC(=O)CC(=O)NCCc2ccccc2)c1,0,2,0,1,0.7,-8,-9,-8,2
CCN1CCN(C(=O)Cn2nc(C)c3sc4ccccc4c3c2=O)CC1,13,0,0,-4,-0.6,4,4,-14,0
CCOC(=O)C(C)Oc1ccc(OCc2ccccc2)cc1 (stereo not drawn),8,4,1,0,-3.2,3,1,-9,5
CCc1ccccc1NC(=O)c1onc(C)c1Cl,8,-9,7,-1,-4.0,55*,-16,-1,0
COc1ccc(CCn2c(Br)nc3c2c(=O)[nH]c(=O)n3C)cc1,-1,-2,1,-1,-1.9,4,2,8,1
O=C(CSc1n[nH]c(-c2cccnc2)n1)OC1CCCCC1,14,7,4,-3,0.8,-7,8,-15,4
CCC(O)C1CCN(Cc2cn(Cc3ccccc3)nc2-c2cc3ccccc3o2)CC1 (stereo not drawn),-4,2,0,4,0.9,-2,7,5,12
O=C1NC[C@@H](CCCCN2C[C@H](Cc3ccc(O)cc3)N(CCc3ccc(O)cc3)C(=O)C2=O)N(CCc2ccc(O)cc2)C1=O,.,0,-4,2,.,-7,8,.,3
CC(C)NC(=O)Nc1ccc2c(c1)C(=O)N([C@H](C)CO)C[C@H](C)[C@@H](CN(C)Cc1ccc(C(F)(F)F)cc1)OCCCC[C@H](C)O2,-2,-2,1,0,0.9,-10,-2,-2,-1
COCCOC(=O)C1=C(C)N=C2SCCC(=O)N2C1c1cccs1 (stereo not drawn),5,7,9,-1,-0.8,-7,2,-2,1
COCCNC(=O)c1ccc(CS(=O)(=O)c2ccccc2OC)o1,9,0,4,-5,-1.5,2,1,-8,1
Cn1c(=O)c2[nH]c(NCCCN3CCOCC3)nc2n(C)c1=O,-6,3,0,0,2.8,13,-1,11,0
Cc1ccc(N(C)S(=O)(=O)c2cccc(C(=O)NC3=NCCS3)c2)cc1,3,-11,-8,-9,-1.1,-3,-3,-6,7
CCCCCSc1nc2c(c(=O)[nH]c(=O)n2C)n1CC,-8,-12,8,-1,-14,0,-9,12,13
COc1ccc2c(CC(=O)O)cc(=O)oc2c1,8,14,-7,-5,-0.1,3,14,-10,1
COc1ccc(NC(C)=O)cc1NC(C)C(=O)Nc1ccc(F)c(F)c1F (stereo not drawn),0,-2,1,-1,-0.1,10,1,5,1
CCCNCc1cc(Cl)c(OCC)c(Cl)c1,0,3,-10,-6,-1.8,-23,11,4,1
Cc1ccc(NC(=O)CCc2nnc3ccc(N4CCC5(CC4)OCCO5)nn23)nc1,8,10,-23,-3,0.0,-11,3,0,2
Cc1ccc(NC(=O)CSC(C)c2nc3ccccc3c(=O)[nH]2)cc1 (stereo not drawn),4,-7,5,0,0.7,8,0,-6,2
COc1ccc(CCn2c(=N)c(S(=O)(=O)c3ccc(Cl)cc3)cc3c(=O)n4ccccc4nc32)cc1,7,-2,-4,-1,40,5,2,-9,1
NS(=O)(=O)c1cccc(C(=O)OCC(=O)NC2CCCc3ccccc32)c1 (stereo not drawn),15,3,8,3,-4.2,-6,9,-19,3
COc1ccc(NC(=O)C2=C(C)Nc3nc(CCCO)nn3C2c2ccc(OC)c(OC)c2)cc1 (stereo not drawn),7,-1,5,-1,2.9,6,-3,-5,0
CCOC(=O)N1CCN(C(=O)c2c(N)no[n+]2[O-])CC1,11,1,2,-3,.,-6,-3,-25,0
Cc1nn(C)c(Cl)c1/C=N/OC(=O)c1ccc(F)cc1,8,-5,-4,-3,-0.1,-3,3,-4,1
CC1(C)CC(C#N)(N2CCOCC2)CCO1 (stereo not drawn),6,-1,5,-1,0.0,-3,7,-5,1
O=C(Nc1ccc(S(=O)(=O)NCCc2ccccc2)cc1)c1ccco1,1,-7,3,0,-2.3,-3,3,-10,8
CC(C)[C@H](NC(=O)N1CCn2c1nc1ccccc12)C(=O)NC1CCCCC1,12,3,0,-4,-1.6,-18,8,-11,0
CCCc1cc(C(=O)NNC(=S)Nc2cccc(C)c2)cs1,2,0,-3,-2,-1.4,-4,-2,0,1
COc1ccc(NC(C)=O)cc1S(=O)(=O)NC(Cc1ccccc1)C(=O)NCc1ccccc1C (stereo not drawn),3,2,3,-3,1.0,-1,-3,4,1
# Next structures:
SMILES,CHRM1 PAM,CHRM5 PAM,M5 antag,CHRM5 agonist,CRFR2-BP ag,M4 antag,M4 PAM,CHRM1 antagonist,CHRM4 agonist
C=CCN(C(=O)CCC(=O)O)C1CC(=O)N(c2ccc(OC)cc2)C1=O (stereo not drawn),14,6,-1,4,-0.3,-7,11,-11,1
CCOC(=O)c1nc2ccccc2c(=O)[nH]1,16,16,-10,3,-1.2,12,15,-14,1
COc1ccccc1NS(=O)(=O)c1cc(NC(=O)c2ccncc2)ccc1N1CCCC1,9,5,2,-2,-1.1,-5,-1,-3,3
COc1cc(C(=O)NCc2ccccc2)ccc1OC(F)F,-2,-6,10,-2,-7.6,-1,3,4,0
CCCOC(=O)c1cc(-c2ccc(C=O)o2)ccc1Cl,4,5,-2,-2,-1.9,0,15,-5,0
Cc1c(C(=O)NNC(=O)c2csc(N3CCOCC3)n2)cccc1[N+](=O)[O-],1,2,2,1,-1.7,4,2,-5,1
O=S1(=O)N=C(N(CCO)/N=C/c2ccccc2)c2ccccc21,6,-3,2,3,2.2,-4,4,-2,8
Cc1cccc(NC(=O)CCS(=O)(=O)c2ccccc2)c1,2,0,2,-2,0.1,-8,0,4,2
O=C(COC(=O)c1ccccc1S(=O)(=O)N1CCCCC1)NCC(F)(F)F,6,7,-5,4,0.1,1,1,-16,1
CCOc1cc(/C=C2\SC(=Nc3ccc(CC)cc3)NC2=O)ccc1OCC(=O)O,-1,-10,19,0,-0.3,1,-8,0,15

# Laid out differently: entries from further up.
> CCCCC(CC)C(=O)NCCc1ccc(S(N)(=O)=O)cc1 (stereo not drawn)
  CHRM1 PAM = -2	CHRM5 PAM = -2	M5 antag = 8	CHRM5 agonist = -2	CRFR2-BP ag = 0.5	M4 antag = 4	M4 PAM = -1	CHRM1 antagonist = 5	CHRM4 agonist = 0
> COc1ccc(C2CC(c3ccc(F)cc3)=NN2c2ccccc2)cc1OC (stereo not drawn)
  CHRM1 PAM = 7	CHRM5 PAM = 14	M5 antag = 0	CHRM5 agonist = 3	CRFR2-BP ag = 7.7	M4 antag = -7	M4 PAM = 5	CHRM1 antagonist = -12	CHRM4 agonist = 0

# Compounds as they come; overall some 2.8% were active at least once.
